C8 TRAIL sens – caspase-8 TRAIL sensitization; NB7+C8 cells + TRAIL, ATPlite viability luminescence; 360,000 tested, 1% active; inhibition (viability loss, TRAIL sensitization), % at 10 µM;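 active = compounds causing at least 50% loss of cell viability in the single-dose screen, relative to plate controls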
MITF TRPM1 inh – reduces MITF-dependent TRPM1 promoter luciferase signal; AID 488899; inhibition, % at 12.5 µM; 330,000 tested, 0.83% active; SK-MEL-5 TRPM1 promoter luciferase, 24 h;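 active = mean inhibition across replicates of 60% or more, whatever share of single replicates reaches that level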; note: values of inactives mirror those of a sister screen read the other way
TROY signal inh – TROY signaling inhibition; inhibition, % at 10 µM; 360,000 tested, 0.98% active; Q293 LMP1-TROYcd NF-kB luciferase reporter, 4 h;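 active = compounds whose plate-normalised and pattern-corrected inhibition of the luciferase reporter signal at the single screening dose is 50% or more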
KKLEB cytotox – counter-screen for CF NF-kB inhibitors: cytotoxicity | KKLEB CF airway cells viability, ATPlite luminescence, overnight; stronger effect = lower value; cells stimulated with P. aeruginosa culture filtrate | activity change (cytotoxicity), % at 5 µM | 360,000 tested, 0.36% active | AID 602141;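 active = corrected activity change at or below -50% at 5 µM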
NR2E3 ag-1 – agonists of human nuclear receptor NR2E3 | Q9Y5X4 | GST-NR2E3/biotin-RetCOR TR-FRET, 1536-well | inhibition of corepressor binding, % at 4.78 µM | 320,000 tested, 0.12% active | AID 2300;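 active = percent inhibition above the cutoff of mean plus 3 SD of all tested compounds, set per screening campaign, cut at about 20% in these data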;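 note: 0% = DMSO wells and 100% = biotin wells as full block of FRET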
Target sequence (Q9Y5X4 whole entry, looked up): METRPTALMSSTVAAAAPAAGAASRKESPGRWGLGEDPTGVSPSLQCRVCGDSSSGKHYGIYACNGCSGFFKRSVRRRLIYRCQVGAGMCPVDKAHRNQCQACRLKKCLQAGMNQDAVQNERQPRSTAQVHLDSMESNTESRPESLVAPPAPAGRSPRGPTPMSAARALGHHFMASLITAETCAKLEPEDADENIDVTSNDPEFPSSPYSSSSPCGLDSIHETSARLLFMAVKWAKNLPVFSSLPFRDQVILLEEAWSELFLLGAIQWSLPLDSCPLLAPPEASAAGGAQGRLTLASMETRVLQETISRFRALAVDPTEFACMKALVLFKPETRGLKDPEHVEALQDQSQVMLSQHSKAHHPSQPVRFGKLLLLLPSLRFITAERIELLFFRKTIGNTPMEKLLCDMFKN
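Test system – NR2E3–RetCOR corepressor complex · Quantity – NR2E3 fusion 1.35 nM · Buffer or medium – Tris pH 7.5 · Incubation – Compound–protein incubation for 5 h at 4 °C · Technique – TR-FRET, Eu(K)-anti-GST donor, streptavidin-D2 acceptor, ex 340, em 617/671 nm · Evaluation – percent inhibition of 671/617 nm emission ratio versus biotin and DMSO controls · Plate – 1536-well format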
HIF-2a block – blocks HIF-2a reporter activity; 360,000 tested, 0.72% active; inhibition, % at 18.8 µM; 786-0 RCC cells HIF-2a reporter, luciferase luminescence, overnight;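 active = inhibition of the luminescence signal of 40% or more relative to plate controls, in a single-dose primary screen at 18.75 µM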
CF NFkB block – blocks PAF-induced NF-kB reporter in cystic fibrosis cells | KKLEB NF-kB-GFP reporter, GFP fluorescence overnight | inhibition, % at 5 µM | 360,000 tested, 0.86% active | AID 588850;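 active = at least 50% inhibition at 5 µM, scaled per plate between neutral and stimulator controls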;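 note: PAF is a Pseudomonas aeruginosa culture filtrate used as stimulus; plate controls were PAF-stimulated DMSO wells for no effect and unstimulated DMSO wells for full effect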
Shn3 3UTR inh – inhibitors of Schnurri-3 3'UTR reporter in osteoblasts. Clone20 osteoblast Shn3 3'UTR firefly luciferase, 24 h. inhibition, % at 12.5 µM. 360,000 tested, 0.52% active;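 active = mean inhibition of at least 75% with every replicate also reaching 75%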;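 note: 0% = median of neutral control wells and 100% = pilot-screen positive control compound; some compounds past the cut are filed as inactive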
Peg3 prom inh – inhibitors of Peg3 promoter; HeLa PEG-Prom luciferase reporter, luminescence, overnight; inhibition, % at 20 µM; 360,000 tested, 1.7% active; AID 588405;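 active = inhibition of at least 50% at 20 µM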
TWEAK Fn14 block – blocks TWEAK-Fn14 interaction in a reporter cell assay | inhibition, % at 10 µM | AID 1159606 | 360,000 tested, 2% active | TWEAK-stimulated Fn14 reporter cells, luciferase luminescence, 8 h; in the data active = inhibition above about 50%
NR2E3 ag-2 – human photoreceptor-specific nuclear receptor agonism. Q9Y5X4. CHO-S Gal4-NCOR/VP16-NR2E3 two-hybrid, luciferase. inhibition of corepressor binding, % at 3.98 µM. 360,000 tested, 0.35% active. AID 602229;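 active = inhibition above the mean of all tested compounds plus 3 SD, cut at about 70% in these data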;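 note: 0% = DMSO with NR2E3 transfected cells and 100% = cells lacking NR2E3 construct; higher means lower luciferase signal from less NR2E3 corepressor binding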
Active calls of the source: *; & = joins results of further samples. This is a subset; rates above refer to the full screens.

`O=C(CNS(=O)(=O)c1ccc(Cl)cc1)NC1CCCCC1` gave C8 TRAIL sens 6.9, MITF TRPM1 inh -0.2, TROY signal inh -5.4, KKLEB cytotox -0.8, NR2E3 ag-1 2.4, HIF-2a block 2.1, CF NFkB block -10.1, Shn3 3UTR inh -6.3, Peg3 prom inh 3.2, TWEAK Fn14 block 2.2 and NR2E3 ag-2 -11.5.
For O=C(COC(=O)C1CC2C=CC1C2)Nc1ccc([N+](=O)[O-])cc1 (stereo not drawn) the results were C8 TRAIL sens -15.0, MITF TRPM1 inh -11.9, TROY signal inh -22.2, KKLEB cytotox -12.7, HIF-2a block -30.0, CF NFkB block 4.3, Shn3 3UTR inh -10.3, Peg3 prom inh -22.3, TWEAK Fn14 block -27.0 and NR2E3 ag-2 -25.3.
`C[C@@H]1CN([C@@H](C)CO)S(=O)(=O)c2ccc(Br)cc2O[C@H]1CN(C)C(=O)C1CCC1` gave C8 TRAIL sens 2.5, TROY signal inh -4.4, KKLEB cytotox 4.8, HIF-2a block 13.3, CF NFkB block 1.7, Shn3 3UTR inh -31.8, Peg3 prom inh 7.1, TWEAK Fn14 block -1.2 and NR2E3 ag-2 -15.0.
For O=C(O)c1ccc(CN2C(=O)c3cccc4c([N+](=O)[O-])ccc(c34)C2=O)cc1 the results were C8 TRAIL sens 57.7*, MITF TRPM1 inh 12.1, TROY signal inh 71.0*, KKLEB cytotox 13.1, HIF-2a block -9.2, CF NFkB block 15.2, Shn3 3UTR inh 73.5, Peg3 prom inh 103.3*, TWEAK Fn14 block 52.9* and NR2E3 ag-2 -36.4.
`Cc1ccc(-n2nc3c(=O)n(CCCC(=O)NCCN4CCN(C)CC4)nc(C)c3c2C)cc1` gave C8 TRAIL sens 12.9, MITF TRPM1 inh 5.1, TROY signal inh -12.5, KKLEB cytotox 5.8, NR2E3 ag-1 6.5, HIF-2a block 5.1, CF NFkB block 2.2, Shn3 3UTR inh -5.5, Peg3 prom inh 10.1, TWEAK Fn14 block 9.5 and NR2E3 ag-2 2.7.
Screening CC(C)(C)c1ccc(C(=O)N2CCC(C(=O)NCc3ccco3)CC2)cc1 returned C8 TRAIL sens -7.0, MITF TRPM1 inh 11.1, TROY signal inh -38.0, KKLEB cytotox -0.8, NR2E3 ag-1 -3.8, HIF-2a block -19.3, CF NFkB block 15.1, Shn3 3UTR inh 8.6, Peg3 prom inh -19.2, TWEAK Fn14 block -4.4 and NR2E3 ag-2 -122.4.
Cc1ccc(C)c(OCC(=O)NNC(=O)c2ccc(=O)[nH]c2)c1 was read as C8 TRAIL sens 8.3, MITF TRPM1 inh -0.4, TROY signal inh 2.5, KKLEB cytotox 16.3, NR2E3 ag-1 2.4, HIF-2a block 6.0, CF NFkB block 1.2, Shn3 3UTR inh 5.9, Peg3 prom inh -3.9, TWEAK Fn14 block 11.8 and NR2E3 ag-2 -36.5.
For O=C(CN1CCCCCC1=O)OCc1ncc(-c2ccccc2)o1 the results were C8 TRAIL sens -3.8, MITF TRPM1 inh 8.9, TROY signal inh -16.1, KKLEB cytotox 10.0, NR2E3 ag-1 1.6, HIF-2a block 2.3, CF NFkB block -23.3, Shn3 3UTR inh -11.8, Peg3 prom inh -2.6, TWEAK Fn14 block 4.1 and NR2E3 ag-2 -22.1.
CCc1nc2ccc(C(=O)Nc3ccc(OC)c(OC)c3)cn2c1N(C)Cc1nccs1 was read as C8 TRAIL sens 2.5, TROY signal inh -1.8, KKLEB cytotox 0.5, HIF-2a block -22.0, CF NFkB block 3.1, Shn3 3UTR inh 12.4, Peg3 prom inh -3.3, TWEAK Fn14 block 7.2 and NR2E3 ag-2 12.3.
`N#C/C(=C(/O)COC(=O)c1ccc(O)cc1)c1nc2ccccc2[nH]1` gave C8 TRAIL sens -16.1, MITF TRPM1 inh 5.1, TROY signal inh -8.7, KKLEB cytotox 0.1, NR2E3 ag-1 -2.7, HIF-2a block 16.2, CF NFkB block 13.3, Peg3 prom inh 4.3, TWEAK Fn14 block -2.5 and NR2E3 ag-2 2.0.
`CN(CC1CCCO1)S(=O)(=O)c1ccc(C(=O)Nc2nnc(-c3ccccc3)o2)cc1` (stereo not drawn) gave C8 TRAIL sens 19.3, MITF TRPM1 inh 0.1, TROY signal inh 3.5, KKLEB cytotox 0.3, NR2E3 ag-1 3.1, HIF-2a block 14.6, CF NFkB block -43.3, Shn3 3UTR inh 5.5, Peg3 prom inh 17.5, TWEAK Fn14 block 15.8 and NR2E3 ag-2 36.3.
CN(C)S(=O)(=O)c1ccc(C(=O)Nc2ccn(C)n2)cc1 was read as C8 TRAIL sens -9.4, MITF TRPM1 inh 0.7, TROY signal inh -17.8, KKLEB cytotox 5.3, NR2E3 ag-1 1.5, HIF-2a block -38.1, CF NFkB block -0.4, Shn3 3UTR inh -16.2, Peg3 prom inh -27.8, TWEAK Fn14 block -0.2 and NR2E3 ag-2 -8.1.
Screening Cc1c(Cl)cccc1Nc1ncccc1C(=O)O returned C8 TRAIL sens -2.7&2.2, MITF TRPM1 inh -1.8&-11.1, TROY signal inh -15.5&-36.5, KKLEB cytotox -0.9&3.0, NR2E3 ag-1 0.4, HIF-2a block -78.2&-47.3, CF NFkB block 6.8&13.0, Shn3 3UTR inh -9.5&-0.7, Peg3 prom inh -31.9&-55.9, TWEAK Fn14 block -42.2&-14.0 and NR2E3 ag-2 -56.3&-55.2.
For Cc1cc(C)nc(NS(=O)(=O)c2ccc(NC(=S)NC(=O)C3CCCC3)cc2)n1 the results were C8 TRAIL sens 7.3, MITF TRPM1 inh 11.1, TROY signal inh 16.8, KKLEB cytotox -5.9, NR2E3 ag-1 2.7, HIF-2a block 4.7, CF NFkB block 10.4, Shn3 3UTR inh -0.5, Peg3 prom inh 0.6, TWEAK Fn14 block 4.5 and NR2E3 ag-2 11.2.
For Cc1ccccc1NC(=O)NC1CCCCC1C (stereo not drawn) the results were C8 TRAIL sens -2.2, MITF TRPM1 inh 8.3, TROY signal inh 3.0, KKLEB cytotox -3.1, NR2E3 ag-1 4.3, HIF-2a block 5.3, CF NFkB block -19.8, Shn3 3UTR inh -1.0, Peg3 prom inh 1.1, TWEAK Fn14 block -8.1 and NR2E3 ag-2 14.7.
`Cc1ccc(Nc2nc(N)c([N+](=O)[O-])c(NCCO)n2)cc1` gave C8 TRAIL sens -5.2, TROY signal inh -0.9, KKLEB cytotox 9.4, NR2E3 ag-1 -1.5, HIF-2a block -22.6, CF NFkB block -5.1, Shn3 3UTR inh -11.9, Peg3 prom inh 12.4, TWEAK Fn14 block 9.8 and NR2E3 ag-2 -8.3.
Screening Cc1ccc(S(=O)(=O)CC(=O)Nc2nc3ccccc3s2)cc1 returned C8 TRAIL sens -13.6, MITF TRPM1 inh 11.0, TROY signal inh -18.5, KKLEB cytotox -1.7, NR2E3 ag-1 2.8, HIF-2a block -26.9, CF NFkB block -2.2, Shn3 3UTR inh 2.4, Peg3 prom inh -14.2, TWEAK Fn14 block 14.3 and NR2E3 ag-2 17.0.
Screening COC(=O)C=C1CCC2C3CCC4=CC(=O)C(Br)CC4(C)C3C(=O)CC12C (stereo not drawn) returned C8 TRAIL sens 19.3, MITF TRPM1 inh 49.9, TROY signal inh 1.6, KKLEB cytotox -22.8, HIF-2a block 0.8, CF NFkB block 44.4, Shn3 3UTR inh 2.2, Peg3 prom inh 40.3, TWEAK Fn14 block 31.8 and NR2E3 ag-2 11.6.
NNC(=O)c1cc2cc(OC(F)(F)F)ccc2[nH]1 was read as C8 TRAIL sens 2.5, MITF TRPM1 inh 1.8, TROY signal inh 1.1, KKLEB cytotox -3.7, NR2E3 ag-1 -3.6, HIF-2a block 10.2, CF NFkB block -5.2, Shn3 3UTR inh -8.5, Peg3 prom inh 8.6, TWEAK Fn14 block -10.9 and NR2E3 ag-2 13.7.
`CCOC(=O)CNC(=O)CSc1nnc(C)c(=O)[nH]1` gave C8 TRAIL sens -21.0, MITF TRPM1 inh -7.8, TROY signal inh 11.3, KKLEB cytotox -8.2, NR2E3 ag-1 -0.9, HIF-2a block 16.8, CF NFkB block 18.3, Shn3 3UTR inh -6.4, Peg3 prom inh 2.8, TWEAK Fn14 block -10.4 and NR2E3 ag-2 -22.1.
Screening CSc1cccc(CN(C)C(=O)C2CCC(=O)N(CCCN3CCCC3=O)C2)c1 (stereo not drawn) returned C8 TRAIL sens -12.6, MITF TRPM1 inh -1.2, TROY signal inh -10.3, KKLEB cytotox -13.3, NR2E3 ag-1 1.7, HIF-2a block 6.4, CF NFkB block 2.7, Shn3 3UTR inh 6.3, Peg3 prom inh 2.8, TWEAK Fn14 block 11.5 and NR2E3 ag-2 -3.2.
C=CCn1c(CSc2nc3ccccc3s2)nnc1SCC(=O)OCC was read as C8 TRAIL sens 1.0, MITF TRPM1 inh 1.8, TROY signal inh -8.8, KKLEB cytotox -25.7, NR2E3 ag-1 0.5, HIF-2a block 11.5, CF NFkB block 18.5, Shn3 3UTR inh -9.2, Peg3 prom inh 15.9, TWEAK Fn14 block 0.4 and NR2E3 ag-2 -13.6.
`Cc1ccc(CC(=O)Nc2ccc(F)c([N+](=O)[O-])c2)cc1` gave C8 TRAIL sens -10.9, MITF TRPM1 inh 4.8, TROY signal inh -17.3, KKLEB cytotox 11.6, NR2E3 ag-1 1.6, HIF-2a block 12.5, CF NFkB block -9.0, Shn3 3UTR inh -11.6, Peg3 prom inh 5.9, TWEAK Fn14 block -20.7 and NR2E3 ag-2 -23.4.
For COc1ccc(/C=C(/NC(=O)c2ccc(Br)cc2)C(=O)N2CCOCC2)cc1 the results were C8 TRAIL sens 14.2, MITF TRPM1 inh 0.4, TROY signal inh 14.6, KKLEB cytotox -2.9, NR2E3 ag-1 1.7, HIF-2a block 2.6, CF NFkB block -2.7, Shn3 3UTR inh 5.5, Peg3 prom inh 13.2, TWEAK Fn14 block -5.3 and NR2E3 ag-2 -3.2.
COc1ccc(/C(C)=N/NC(=O)Cc2ccc(Cl)cc2)cc1 was read as C8 TRAIL sens -6.1, MITF TRPM1 inh 6.3, TROY signal inh -8.2, KKLEB cytotox -0.2, NR2E3 ag-1 3.4, HIF-2a block 14.8, CF NFkB block -15.2, Shn3 3UTR inh 16.5, Peg3 prom inh 9.3, TWEAK Fn14 block -23.7 and NR2E3 ag-2 15.4.
`Cc1cc(C)n2nc(CC(=O)NNC(=O)c3ccccc3Cl)nc2n1` gave C8 TRAIL sens -16.8, MITF TRPM1 inh 5.1, TROY signal inh -5.0, KKLEB cytotox 6.1, NR2E3 ag-1 -0.7, HIF-2a block 4.6, CF NFkB block 7.6, Shn3 3UTR inh -0.3, Peg3 prom inh -4.0, TWEAK Fn14 block 1.4 and NR2E3 ag-2 4.3.

Screening results deposited in PubChem BioAssay by several laboratories.
